Source: PubChem BioAssay
Kir21 block: inhibitors of mouse Kir2.1 inward-rectifier potassium channel; Inward rectifier potassium channel 2 (Mus musculus), P35561; HEK293-Kir2.1, FluxOR thallium flux fluorescence; hits give low values; B-score at 10 µM; 310,000 tested, 0.85% active; AID 1672, 2009;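 active means fluorescence ratio B-score at or below minus 3 SD of library scores, with starting-brightness B-score within 2 SD, cut at about -4.2 in these data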;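 further: channel flux triggered by added potassium and thallium sulfate stimulus; B-score of peak minus minimum fluorescence over baseline after thallium stimulus; more negative B-score means stronger Kir2.1 block with less thallium influx; some compounds called inactive have numbers as strong as hits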
Target sequence (P35561 whole entry, looked up): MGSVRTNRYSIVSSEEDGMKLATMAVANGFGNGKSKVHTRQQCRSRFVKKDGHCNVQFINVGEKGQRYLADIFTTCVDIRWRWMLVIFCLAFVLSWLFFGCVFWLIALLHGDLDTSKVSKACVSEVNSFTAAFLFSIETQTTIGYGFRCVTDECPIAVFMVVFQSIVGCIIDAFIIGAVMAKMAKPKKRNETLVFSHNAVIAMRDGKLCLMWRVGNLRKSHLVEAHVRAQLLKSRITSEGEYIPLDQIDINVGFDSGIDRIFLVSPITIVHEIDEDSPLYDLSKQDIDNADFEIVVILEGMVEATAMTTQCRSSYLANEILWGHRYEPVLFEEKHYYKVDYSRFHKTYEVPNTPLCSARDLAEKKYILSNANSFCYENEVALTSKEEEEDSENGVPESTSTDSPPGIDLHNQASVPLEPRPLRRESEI
STK33 inh: inhibitors of purified STK33 kinase, primary screen, biochemical, ADP-Glo luminescence, homogeneous, cell-free; Serine/threonine-protein kinase 33 (Homo sapiens), Q9BYT3; MBP phosphorylation; inhibition, % at 10 µM; 320,000 tested, 0.073% active;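 active means inhibition at or above 25%, using the most active replicate where run in duplicate; inactive means inhibition below 25%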
Target sequence (Q9BYT3 whole entry, looked up): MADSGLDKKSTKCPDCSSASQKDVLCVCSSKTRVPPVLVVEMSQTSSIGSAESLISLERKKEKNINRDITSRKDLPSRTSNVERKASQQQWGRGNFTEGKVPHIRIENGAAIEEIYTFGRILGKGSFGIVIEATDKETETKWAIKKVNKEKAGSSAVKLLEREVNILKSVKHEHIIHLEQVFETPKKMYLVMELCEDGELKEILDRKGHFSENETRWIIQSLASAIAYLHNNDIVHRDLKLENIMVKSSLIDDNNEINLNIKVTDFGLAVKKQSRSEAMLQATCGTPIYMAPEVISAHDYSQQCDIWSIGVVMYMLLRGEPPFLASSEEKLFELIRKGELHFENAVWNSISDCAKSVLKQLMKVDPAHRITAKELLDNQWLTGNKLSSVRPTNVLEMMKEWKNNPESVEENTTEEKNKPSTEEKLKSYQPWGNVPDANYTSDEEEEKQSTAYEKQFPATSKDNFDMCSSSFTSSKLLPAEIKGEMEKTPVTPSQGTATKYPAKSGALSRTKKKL
* = called active by the depositor. Rows were taken by chance; any-hit rate near 0.84%.

O=C1c2ccccc2C(=O)c2c(Nc3ccc(CCO)cc3)ccc(O)c21 was read as Kir21 block 0.03 and STK33 inh 4.0.
`O=C(NNc1ccc(C2CCCCC2)cc1)C(O)(c1ccccc1)c1cccs1` (stereo not given) gave Kir21 block -0.34 and STK33 inh -2.0.
For S=C(Nc1ccccc1Oc1ccccc1)NC1CCCC1 the results were Kir21 block 0.94 and STK33 inh -2.4.
For CCOCc1cc(CN2CCC(n3nccc3NC(=O)C3CC3)CC2)ccc1OC the results were Kir21 block -0.59.
`COC(=O)Sc1nnc(-c2ccc(Br)cc2)o1` gave Kir21 block 0.7 and STK33 inh 0.2.
Brc1cccc(/C=N\n2cnnc2)c1 was read as Kir21 block -0.08 and STK33 inh 0.3.
Screening O=S(=O)(c1ccc2c(c1)CCCC2)N1CCNCC1 returned STK33 inh -0.8.
`NC(=O)Cn1cnc2nc3n(c2c1=O)CCC3` gave Kir21 block 0.11 and STK33 inh -0.1.
For CCC(C)N1CCN(C(=O)c2cc(OC)cc(OC)c2)CC1 (stereo not given) the results were Kir21 block -1.88 and STK33 inh -0.1.
Screening Cc1ccc(C)c(N(C(=O)c2ccco2)C(C(=O)NC2CCCC2)c2ccco2)c1 (stereo not given) returned Kir21 block 1.33 and STK33 inh -0.8.
Screening Cc1ccc(S(=O)(=O)N2CCC(C(=O)NC3CC(C)(C)NC(C)(C)C3)CC2)cc1C returned Kir21 block 0.74 and STK33 inh -0.4.
`CCOc1ccc(CNC(=O)c2ccco2)cc1` gave Kir21 block 0 and STK33 inh -0.2.
For O=C(c1ccc2c(c1)OCO2)N1CCCN(C(=O)c2ccc3c(c2)OCO3)CC1 the results were Kir21 block -0.86 and STK33 inh -0.9.
`COc1ccccc1NC(=O)CSc1nnc(-c2ccncc2)n1CC1CCCO1` (stereo not given) gave Kir21 block -0.3 and STK33 inh 2.0.
CCOC(=O)C1(CC2CCCCO2)CCN(Cc2cc3ccccc3[nH]2)CC1 (stereo not given) was read as Kir21 block -2.18 and STK33 inh 1.8.
Screening NNC(=O)Cn1nc(-c2ccccc2)c2ccccc2c1=O returned Kir21 block -0.35 and STK33 inh -0.4.
For CN(C)c1ccc(/C=C(\C#N)C(=O)Nc2nc3c(s2)CCN(Cc2ccccc2)C3)cc1 the results were Kir21 block -3.75 and STK33 inh 0.0.
For CCOP(=O)(c1ccccc1)C1(C#N)CC1 (stereo not given) the results were Kir21 block -0.09 and STK33 inh -0.9.
`N/C(=N\OC(=O)c1ccc(Br)cc1)c1ccccc1` gave Kir21 block 0.21 and STK33 inh 0.6.
Screening COc1ccc(C(=O)N2CCSCC2)cc1OC1CCN(C(C)=O)CC1 returned Kir21 block 0.38 and STK33 inh 0.2.
`Cc1ccc2c(ccn3cc4c(c(=O)n(C)c(=O)n4C)c23)c1` gave Kir21 block 1.73 and STK33 inh 1.2.
Cc1cc(=O)[nH]c(SCc2nc3ccc([N+](=O)[O-])cc3[nH]2)n1 was read as Kir21 block 1.1 and STK33 inh -0.5.
O=C(O)/C=C/C(=O)NC1CCCCC1 was read as Kir21 block -0.28 and STK33 inh -1.5.
Screening Cc1ccc(NC(=O)CSc2nnc3ccccn23)cc1 returned Kir21 block 1.87 and STK33 inh -0.3.
NC(=O)C1CCN(C(=O)c2ccc(C(F)(F)F)cc2)CC1 was read as Kir21 block -0.95 and STK33 inh -1.2.
CCOc1ccccc1NC(=O)C1CCCN(S(=O)(=O)c2ccc(OC)c(C)c2)C1 (stereo not given) was read as Kir21 block -1.38 and STK33 inh 1.5.
Screening Cc1ccccc1NC(=O)NC1(C(=O)N2CCN(C)CC2)CCCCC1 returned Kir21 block -0.07 and STK33 inh -2.4.
Screening Oc1ccc(Cl)cc1-c1cc(-c2ccco2)[nH]n1 returned Kir21 block -0.01 and STK33 inh 2.0.
Screening Cc1ccc(C(CNC(=O)c2ccco2)N2CCN(C)CC2)cc1 (stereo not given) returned Kir21 block -0.4 and STK33 inh -2.7.
Screening CC(=O)C(Sc1nn(C)c(=S)s1)C(=O)Nc1ccccc1 (stereo not given) returned Kir21 block -0.31 and STK33 inh -0.5.
For COc1ccc2cc3c(nc2c1)OCC3 the results were Kir21 block -0.08 and STK33 inh -1.7.
Screening CC(OC(=O)c1cccc(O)c1)C(=O)N(C)Cc1ccccc1 (stereo not given) returned Kir21 block 0.16 and STK33 inh -1.7.
Screening O=C(COC(=O)[C@H](Cc1ccccc1)NC(=O)c1ccco1)NC(c1ccccc1)c1ccccc1 returned Kir21 block 0.08 and STK33 inh -0.7.
CN(c1ccccc1)S(=O)(=O)c1cccc(NC(=O)CSc2ncn[nH]2)c1 was read as Kir21 block 0.02 and STK33 inh 0.2.
`CCN(CC(=O)NC1CCS(=O)(=O)C1)c1ccc([N+](=O)[O-])cc1C#N` (stereo not given) gave STK33 inh -0.6.
CC(C)C(=O)Nc1cccc(NC(=O)c2cccc(F)c2)c1 was read as Kir21 block 0.42 and STK33 inh -0.4.
`Cc1ccnc(NCc2ccccc2O)c1` gave Kir21 block 0.44 and STK33 inh 0.7.
Screening COc1ccc(NC(=O)CSc2nc(N)c(-c3ccccc3)c(=O)[nH]2)cc1 returned Kir21 block 0.17 and STK33 inh -0.3.
Cc1cc(C)n2c(SCC(=O)N(C)C3CCS(=O)(=O)C3)nnc2n1 (stereo not given) was read as Kir21 block -0.3 and STK33 inh 0.6.
Screening N#C/C(=C\c1ccc(OCc2ccc(C(=O)O)cc2)cc1)C(=O)N1CCOCC1 returned Kir21 block 0.5 and STK33 inh 1.8.
For COc1ccccc1NC(=S)N(c1ccccc1)C(C)C the results were Kir21 block -0.25 and STK33 inh -0.8.
Screening CCCC(c1c(C)n(C)n(-c2ccccc2)c1=O)c1c(C)n(C)n(-c2ccccc2)c1=O returned Kir21 block 2.18 and STK33 inh -2.9.
Screening CC(=O)N1c2ccc(S(=O)(=O)NCC3CCC(C(=O)Nc4cc(C)ccn4)CC3)cc2CC1C (stereo not given) returned Kir21 block 0.5 and STK33 inh -1.5.
Screening Nc1cc(-c2ccc(Cl)cc2)nn1S(=O)(=O)c1ccc(Cl)cc1 returned Kir21 block 0.48 and STK33 inh -0.2.
`COc1ccc(OC)c(CCNC(=O)CCc2nnc3ccc(N4CCCCC4)nn23)c1` gave Kir21 block 1.22 and STK33 inh 1.1.
Screening Cc1cc(CNC(=O)C2CCC(=O)N(CCc3cccc(F)c3)C2)on1 (stereo not given) returned Kir21 block 1.32 and STK33 inh -0.3.
Screening COC(=O)C1=C(C)NC(=O)NC1C1CC=CCC1 (stereo not given) returned Kir21 block 0.01 and STK33 inh -0.7.
CCN(CC)CCNS(=O)(=O)c1ccc(/C=C/C(=O)O)cc1 was read as Kir21 block 0.39 and STK33 inh -0.3.
For Cc1ccc(NC(=O)CSCC(=O)Nc2ccccc2N2CCCCC2)cc1 the results were Kir21 block -2.09 and STK33 inh -1.0.
Screening Nc1c(C(=O)c2cccs2)oc2ccccc12 returned Kir21 block 0.32 and STK33 inh 2.7.
CCN(CC)CCCN=C(N)N was read as Kir21 block 1.28 and STK33 inh -0.8.
Cc1nc(Cc2nnc(SCC(=O)N(C)c3ccccc3)o2)cs1 was read as Kir21 block 0.25 and STK33 inh 0.3.
O=C(COc1ccccc1)Nc1ccncc1Cl was read as Kir21 block -0.77 and STK33 inh 1.1.
`CCOC(=O)N/N=C/c1ccc(F)cc1F` gave Kir21 block -1.61 and STK33 inh -4.1.
For CC(NC(=O)CC(c1ccccc1)c1cc(Cl)ccc1O)c1ccccc1 (stereo not given) the results were Kir21 block -0.87 and STK33 inh -1.4.
CC(C)CC(NC(=O)C1CCC(C)CC1)C(=O)NCc1ccccn1 (stereo not given) was read as Kir21 block 2.19 and STK33 inh -1.3.
`COC(=O)CN1C(=O)[C@H]2[C@@H](C3CC3)N3C(=O)CN(Cc4ccc(-c5ccccc5)cc4)C(=O)[C@@]3(Cc3ccccc3)[C@H]2C1=O` gave Kir21 block -1.81 and STK33 inh -0.1.
For COc1ccc(-c2cn(Cc3ccc(C(N)=O)cc3)c(-c3ccncc3)n2)cc1 the results were STK33 inh 0.3.
For COc1ccc(CNC(=O)[C@@H](C)NC(=O)[C@@H]2Cc3ccccc3CN2)cc1 the results were Kir21 block -0.05 and STK33 inh -1.4.
Screening O=C(COC(=O)c1ccc(Cl)c(S(=O)(=O)N2CCCC2)c1)NCc1cccs1 returned Kir21 block -0.31 and STK33 inh -0.4.

At a glance, three of the compounds above.
For COc1ccc(-c2cn(Cc3ccc(C(N)=O)cc3)c(-c3ccncc3)n2)cc1 the results were STK33 inh 0.3.
For COc1ccc(CNC(=O)[C@@H](C)NC(=O)[C@@H]2Cc3ccccc3CN2)cc1 the results were Kir21 block -0.05 and STK33 inh -1.4.
Screening O=C(COC(=O)c1ccc(Cl)c(S(=O)(=O)N2CCCC2)c1)NCc1cccs1 returned Kir21 block -0.31 and STK33 inh -0.4.

Back to the main list with the 6 entries that preceded the break.
For CC(NC(=O)CC(c1ccccc1)c1cc(Cl)ccc1O)c1ccccc1 (stereo not given) the results were Kir21 block -0.87 and STK33 inh -1.4.
CC(C)CC(NC(=O)C1CCC(C)CC1)C(=O)NCc1ccccn1 (stereo not given) was read as Kir21 block 2.19 and STK33 inh -1.3.
`COC(=O)CN1C(=O)[C@H]2[C@@H](C3CC3)N3C(=O)CN(Cc4ccc(-c5ccccc5)cc4)C(=O)[C@@]3(Cc3ccccc3)[C@H]2C1=O` gave Kir21 block -1.81 and STK33 inh -0.1.
For COc1ccc(-c2cn(Cc3ccc(C(N)=O)cc3)c(-c3ccncc3)n2)cc1 the results were STK33 inh 0.3.
For COc1ccc(CNC(=O)[C@@H](C)NC(=O)[C@@H]2Cc3ccccc3CN2)cc1 the results were Kir21 block -0.05 and STK33 inh -1.4.
Screening O=C(COC(=O)c1ccc(Cl)c(S(=O)(=O)N2CCCC2)c1)NCc1cccs1 returned Kir21 block -0.31 and STK33 inh -0.4.
For S=c1[nH]nc(C2(c3ccccc3)CCCC2)o1 the results were Kir21 block 0.27 and STK33 inh -2.9.
CCOC(=O)c1c(C)c(C(=O)NCCCOC(C)C)c(C)n1C was read as Kir21 block 1.69 and STK33 inh 2.5.
For COc1ccc(NC(=O)N(C)C[C@H]2Oc3ccc(NS(=O)(=O)c4ccc(OC)cc4)cc3C(=O)N([C@H](C)CO)C[C@@H]2C)cc1 the results were STK33 inh -0.1.
COc1cc(/C=N/NC(=O)c2cc(-c3c(C)nn(-c4ccccc4)c3C)n[nH]2)ccc1O was read as Kir21 block 0.31 and STK33 inh 0.1.
Screening CCCN(CCO)Cc1cccc(Oc2ccccc2)c1 returned Kir21 block -0.23 and STK33 inh -1.0.
Screening COc1ccc(Cl)cc1Nc1nc(NCCO)nc(N2CCCC2)n1 returned Kir21 block -0.07 and STK33 inh -0.1.
O=C(Nc1cccc2ccccc12)OC1C=CS(=O)(=O)C1 (stereo not given) was read as Kir21 block 0.91 and STK33 inh -0.4.
Screening NC(=O)c1ccc[n+]([C@H]2O[C@@H](COP(=O)([O-])OP(=O)(O)OC[C@H]3O[C@@H](n4cnc5c(N)ncnc54)[C@H](O)[C@@H]3O)[C@H](O)[C@@H]2O)c1 returned STK33 inh -6.1.
Screening COc1ccc(Oc2nc3ccccc3nc2C(F)(F)F)cc1 returned Kir21 block 1.28 and STK33 inh -0.7.
`O=C(O)c1cc(-c2ccc(Cl)c(Cl)c2)n(-c2ccccc2)n1` gave Kir21 block -0.81 and STK33 inh 0.0.
For COc1ccccc1Nc1c2c(nc3ccccc13)CCC2 the results were Kir21 block -0.76 and STK33 inh -1.2.
Cc1cc(C)c(OCCCCCNCCO)c(C)c1 was read as Kir21 block -1.1 and STK33 inh -0.2.
`Cc1ccc(C(=O)Nc2sc3c(c2C(=O)O)CCCC3)o1` gave Kir21 block 0.15 and STK33 inh 5.0.
For CCN(CC)CC(=O)Nn1c(C)nc2c(ncn2-c2ccccc2)c1=O the results were Kir21 block 0.53 and STK33 inh -1.5.
CCN(C(=O)CSc1nncn1-c1ccccc1)c1c(N)n(Cc2ccccc2)c(=O)[nH]c1=O was read as Kir21 block -0.01 and STK33 inh -1.6.
`CC(C)(C)S(=O)(=O)c1cnc(-c2ccccn2)nc1N` gave Kir21 block -0.76 and STK33 inh -2.6.
Screening O=C(CNC(=O)c1ccccc1F)N/N=C/c1cccnc1 returned Kir21 block -0.15 and STK33 inh 1.0.
For COC(=O)/C=C(\Oc1ccccc1)C1(O)CCCCC1 the results were Kir21 block -0.19 and STK33 inh -0.7.
`COc1cc(C(=O)Nc2ccc(S(=O)(=O)NC(C)C)cc2)cc(OC)c1OC` gave Kir21 block 0.56 and STK33 inh -0.2.
COc1ccc(-c2cc(C(F)(F)F)c(C#N)c(SCC(=O)Nc3nc(C)co3)n2)cc1 was read as Kir21 block 2.65 and STK33 inh -1.0.

3 compounds already listed, sorted by heavy-atom count, falling:
Screening NC(=O)c1ccc[n+]([C@H]2O[C@@H](COP(=O)([O-])OP(=O)(O)OC[C@H]3O[C@@H](n4cnc5c(N)ncnc54)[C@H](O)[C@@H]3O)[C@H](O)[C@@H]2O)c1 returned STK33 inh -6.1.
CCN(C(=O)CSc1nncn1-c1ccccc1)c1c(N)n(Cc2ccccc2)c(=O)[nH]c1=O was read as Kir21 block -0.01 and STK33 inh -1.6.
Screening COc1ccc(Oc2nc3ccccc3nc2C(F)(F)F)cc1 returned Kir21 block 1.28 and STK33 inh -0.7.

(list continues)
`CC1COc2ccccc2N1S(=O)(=O)c1ccccc1` (stereo not given) gave Kir21 block -8.7* and STK33 inh -0.1.
Screening CN(C)S(=O)(=O)c1ccc(N2CCCC2)c(C(=O)NCC2COc3ccccc3O2)c1 (stereo not given) returned Kir21 block 0.58 and STK33 inh -2.3.
CC(Sc1ccccc1)C(=O)Nc1cccc(N(C)S(C)(=O)=O)c1 (stereo not given) was read as Kir21 block -0.04 and STK33 inh -1.6.
For Cn1c(NNC(=O)c2ccc(C(C)(C)C)cc2)cc(=O)n(C)c1=O the results were Kir21 block 0.87 and STK33 inh 0.0.
